Assay outcomes: PubChem, National Center for Advancing Translational Sciences (NCATS)
Shiga toxin inh – Shiga toxin inhibition; Vero cells, Shiga toxin protein synthesis inhibition reporter; inhibition, % at 38.7 µM; 290,000 compounds, 9.2% hits; AID 2315; in the data active means inhibition mostly above about 28%, no sharp cut-off; inactive means mostly below about 43%; further: 0% is about no effect
Pf growth 96h – P. falciparum growth inhibition at 96 hours; AID 504834; P. falciparum luciferase reporter growth, 96 h; 320,000 compounds, 6.9% hits; Potency, µM (doses to about 28.7 µM), for inactives: at the top dose activity change, negative = inhibition, hits mostly inhibitors; further: potency means the concentration at half of the fitted maximal effect; on the % scale 0 is the no-effect control and ±100 the full control effect
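96 h incubation, 37 C, 5% CO2, of luciferase-reporter P. falciparum-infected RBCs (2% hematocrit, 0.05% parasitemia final) with test compounds; endpoint luminescence.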
Pf growth 48h – inhibits P. falciparum growth in the first generation, 48 h | Potency, µM (titrated, usually from 28.7 µM), without a hit: at the highest dose activity change, negative = inhibition, usual class: inhibitors | P. falciparum luciferase growth in erythrocytes, 48 h | 310,000 compounds, 5.9% hits; further: potency means the concentration at half of the fitted maximal effect; on the % scale 0 is the no-effect control and ±100 the full control effect
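Erythrocytes infected with P. falciparum carrying an integrated firefly luciferase reporter (2% hematocrit, 0.1% parasitemia final) were exposed to compounds in RPMI 1640 with 0.5% Albumax at 37 C, 5% CO2. Growth inhibition was scored as reduced luminescence.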
Cycloheximide cs – affects cycloheximide protein synthesis inhibition readout, counter-screen; cell reporter, cycloheximide protein synthesis inhibition counterscreen; max response, %; 300,000 compounds, 12% hits; AID 2314; in the data active means max response mostly above about 13%, no sharp cut-off; inactive means mostly below about 14%; further: read at 38.3 µM for the half of the compounds with a filed dose; 0% is about no effect
Giardia FBPA inh – Giardia lamblia aldolase inhibition; A8B2U2; purified Giardia FBPA; Potency, µM (titrated, usually from 59.6 µM), for inactives: at the top dose activity, negative = inhibition, most hits filed as inhibitors; 290,000 compounds, 0.71% hits; AID 2451; further: potency means the concentration at half of the fitted maximal effect; on the % scale 0 is the no-effect control and ±100 the full control effect; nearly all actives have a fitted effect of over 55% in size
Target sequence (A8B2U2 whole entry, looked up): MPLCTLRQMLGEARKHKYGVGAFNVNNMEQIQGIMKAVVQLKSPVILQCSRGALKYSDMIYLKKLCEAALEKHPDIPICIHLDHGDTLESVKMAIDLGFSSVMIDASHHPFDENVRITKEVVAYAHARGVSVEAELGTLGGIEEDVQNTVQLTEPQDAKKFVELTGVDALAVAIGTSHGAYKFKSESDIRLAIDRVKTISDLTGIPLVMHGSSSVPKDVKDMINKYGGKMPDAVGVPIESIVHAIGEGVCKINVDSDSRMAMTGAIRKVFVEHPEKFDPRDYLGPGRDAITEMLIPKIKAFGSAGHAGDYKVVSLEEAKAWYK
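Giardia FBPA (40 nM reagent) was preincubated 10 min at RT with compound (up to 57.5 uM final), then substrate plus GAPDH/TPI/NAD/arsenate coupling system with diaphorase/resazurin was added; resorufin fluorescence (525/598 nm) was read after 20 min.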
Sm TGR inh – blocks Schistosoma mansoni thioredoxin glutathione reductase; purified TGR, DTNB reduction, TNB absorbance 405 nm; Potency, µM (titrated, usually from 114 µM), for the others: at the top dose activity change, negative = inhibition, most hits filed as inhibitors; Q962Y6; 360,000 compounds, 3% hits; AID 485364; further: potency means the concentration at half of the fitted maximal effect; on the % scale 0 is the no-effect control and ±100 the full control effect; nearly all actives have a fitted effect of over 60% in size
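TGR 20 nM + NADPH 100 uM (dispensed conc.), cpd preinc 15 min RT; start with NADPH (500 uM addition) then DTNB (15 mM addition). Kinetic TNB absorbance, 405 nm filter. Four-parameter Hill fit across titration.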
Active calls of the source: *; i = inactive; ? = inconclusive; . = no result given; & = joins results of further samples; [ ] = another dose, or the depositor's remark. Unless noted, the call rests on the fitted dose curve; in most records, active means well fitted curve in the direction sought with a large enough effect; inconclusive means small, poorly fitted or top-dose-only effect, or another doubt; inactive means no such curve, though single readings can be large; an effect the other way counts as inactive or inconclusive. Not a hit list; about 24% have a hit in one of these screens.

SMILES | Shiga toxin inh | Pf growth 96h | Pf growth 48h | Cycloheximide cs | Giardia FBPA inh | Sm TGR inh
COC(=O)CC1COc2ccccc2N1C(=O)c1ccc(OC)cc1 (stereo not drawn) | -12 | 71%[activator] | 6% | -1 | 8% | 13%
Cc1ccc(C)c(S(=O)(=O)Nc2cccc(-n3cnnn3)c2)c1 | 24 | 2% | 11% | -4 | -5% | -21%
O=C(COc1cccc2c1CCNC2=O)NC1CCCCC1 | . | -3% | 0% | . | . | 9%
Cc1ccccc1N1CCN(C2CCCN(C(=O)CCC(=O)N(C)C)C2)CC1 (stereo not drawn) | 34 | ? | ? | -2 | -8% | -31%
Cc1ccc(CN2CCNC(=O)C2CC(=O)N(C)C2CCOCC2)cc1 (stereo not drawn) | -6 | ? | -4% | -1 | ? | 45µM*
Cc1ccc(CN2CCN(CC(=O)NC(C)CCc3ccccc3)C2=O)cc1 (stereo not drawn) | 13 | -60% | . | -3 | 8% | 82%[activator]
CCN(CC)C(=O)CSc1nnc(COc2ccc(OC)cc2)n1N | 14 | -7% | 0% | -3 | 7% | 0%
COC(=O)c1ccccc1NC(=O)CNc1cc(OC)c(OC)cc1C | -14 | ? | -6% | -7 | -26% | -19%
O=C(COC(=O)c1ccccc1C(=O)c1ccccc1)NCc1ccc(F)cc1 | -14 | 7% | 24% | 9 | -4% | 6%
Cc1ccsc1/C=N/NC(=O)CN1CCN(S(=O)(=O)c2ccc(Br)cc2)CC1 | -9 | 0% | 0% | 10 | 3% | 2%
O=S1(=O)CCC(NS(=O)(=O)/C=C/c2ccccc2)C1 (stereo not drawn) | -3 | 10% | 0% | 1 | 2% | 14%
O=C(NCCN1C(=O)S/C(=C\c2ccccc2)C1=O)C1CCN(S(=O)(=O)c2cccs2)CC1 | 5 | 38%[activator] | 17% | 0 | 16% | 1%
CCC(c1nnc(SCC(=O)Nc2ccc(C(N)=O)cc2)n1Cc1ccccc1)N(C)C (stereo not drawn) | -19 | -29% | -1% | -3 | . | 1%
Cc1nnc(SCC(=O)NNC(=O)c2ccc(Cl)cc2)s1 | -7 | 15% | 1% | -3 | 2% | 10%
CCC(=O)Nc1nnc(SCCN2CCOCC2)s1 | -9 | -14% | 24% | -1 | -6% | -4%

Full records from above:
Cc1ccccc1N1CCN(C2CCCN(C(=O)CCC(=O)N(C)C)C2)CC1 (stereo not drawn) is entered as Shiga toxin inh: 34; Pf growth 96h: ?; Pf growth 48h: ?; Cycloheximide cs: -2; Giardia FBPA inh: -8%; Sm TGR inh: -31%
Cc1ccc(CN2CCNC(=O)C2CC(=O)N(C)C2CCOCC2)cc1 (stereo not drawn) is entered as Shiga toxin inh: -6; Pf growth 96h: ?; Pf growth 48h: -4%; Cycloheximide cs: -1; Giardia FBPA inh: ?; Sm TGR inh: 45µM*

Part of the list above, as labelled records:
Cc1ccsc1/C=N/NC(=O)CN1CCN(S(=O)(=O)c2ccc(Br)cc2)CC1
- Shiga toxin inh: -9
- Pf growth 96h: 0%
- Pf growth 48h: 0%
- Cycloheximide cs: 10
- Giardia FBPA inh: 3%
- Sm TGR inh: 2%
O=S1(=O)CCC(NS(=O)(=O)/C=C/c2ccccc2)C1 (stereo not drawn)
- Shiga toxin inh: -3
- Pf growth 96h: 10%
- Pf growth 48h: 0%
- Cycloheximide cs: 1
- Giardia FBPA inh: 2%
- Sm TGR inh: 14%
O=C(NCCN1C(=O)S/C(=C\c2ccccc2)C1=O)C1CCN(S(=O)(=O)c2cccs2)CC1
- Shiga toxin inh: 5
- Pf growth 96h: 38%[activator]
- Pf growth 48h: 17%
- Cycloheximide cs: 0
- Giardia FBPA inh: 16%
- Sm TGR inh: 1%
CCC(c1nnc(SCC(=O)Nc2ccc(C(N)=O)cc2)n1Cc1ccccc1)N(C)C (stereo not drawn)
- Shiga toxin inh: -19
- Pf growth 96h: -29%
- Pf growth 48h: -1%
- Cycloheximide cs: -3
- Giardia FBPA inh: .
- Sm TGR inh: 1%

Continuation.
SMILES | Shiga toxin inh | Pf growth 96h | Pf growth 48h | Cycloheximide cs | Giardia FBPA inh | Sm TGR inh
CC1(C)Cc2nc3sc(C(=O)NCCCO)c(N)c3cc2CO1 | 91* | 141%[activator] | 67%[activator] | 29* | -9% | -9%
COc1ccc2nc3oc(C(=O)N4CCC(C(N)=O)CC4)cc3cc2c1 | 33 | -61% | 12µM* | 11 | -7% | 0%
O=S(=O)(Cc1noc(-c2ccc(OC(F)(F)F)cc2)n1)c1ccc(F)cc1 | 60 | -1% | -27% | 22* | -6% | 10%
CCc1cc(OCCCSc2nc(C)cc(=O)[nH]2)ccc1Cl | 9 | . | ? | 16 | 1% | -3%
CC(=O)c1c(COC(=O)c2ccccc2)nc2ccccc2[n+]1[O-] | 22 | -20% | . | -3 | -4% | -6%
O=C1C2C3c4ccccc4C(c4ccccc43)[C@@H]2c2nc3ccccc3n21 (stereo partly drawn) | -8 | 44%[activator] | -14% | -2 | -3% | 1%
Cc1nc(N2CCN(Cc3ccccc3)CC2)c(C#N)c2c1COC(C)(C)C2 | -2 | ? | 23% | -3 | 0% | -12%
O=C1Nc2ccc(NS(=O)(=O)c3cccs3)c3cccc1c23 | 9 | 10µM* | 7% | 12 | 8.9µM* | -4%
CCCS(=O)(=O)N1CCC(C(=O)NCc2ccco2)CC1 | -1 | ? | 59% | 2 | 2% | -35%
COc1ccc(NC(=O)CN(C)S(=O)(=O)c2ccc3c(c2)NC(=O)CS3)cc1 | 18 | ? | 8% | 6 | . | -5%
CCCC(=O)NC(=S)Nc1ccc(S(=O)(=O)Nc2ccc(OCC)cc2)cc1 | -9 | ? | ? | -7 | -1% | -10%
O=S(=O)(Nc1ccc(N=Nc2ccc(O)c3ccccc23)cc1)c1ccccc1 | 12 | 5.2µM* | 2.3µM* | 6 | ? | -12%
COc1c(Br)cc([N+](=O)[O-])c(OC)c1C(=O)NC(=O)Nc1c(Cl)cccc1Cl | -3 | 8% | 24% | -3 | -2% | ?
COc1ccc(Nc2nc3ccc(OC)cc3s2)cc1 | 82* | i | 126%[activator] | 44* | -23% | 2%
NS(=O)(=O)c1ccc(CCNC(=O)CNC(=O)COc2ccccc2)cc1 | -6 | -6% | 32%[activator] | -1 | -5% | -9%
CC(=O)Nc1ccc(S(=O)(=O)Nc2nnc(C3CCCCC3)s2)cc1 | -13 | ? | 8% | -2 | 10% | 0%
O=C(c1ccccc1)N1CCN(c2n[nH]c(=O)[nH]c2=O)CC1 | -4 | 0% | -2% | 2 | 1% | -6%
COc1ccc2[nH]c(=O)c(CN(C)C(=O)c3ccncc3)cc2c1 | 18 | -11%[5.75 µM] | 12% | -3 | -11% | 0%
CCOC(=O)C1(Cc2ccc(OC)cc2)CCN(S(C)(=O)=O)CC1 | 50* | 2% | 27% | 47* | -4% | 1%
CCOC(=O)c1ccccc1NC(=O)CSc1nc2ccncc2[nH]1 | -15 | ? | 15% | -5 | ? | -16%&8%
O=C1NC2=C(C(=O)CCC2)C(c2ccc([N+](=O)[O-])cc2)N1 (stereo not drawn) | -3 | 0% | -5% | -7 | 11% | 5%
COc1ccc(-c2nnc(-c3ccc(Br)o3)o2)cc1OC | 35 | ? | 21% | 11* | 3% | 0%
O=C(N/N=C/c1cc(Br)ccc1O)c1ccccc1Cl | 10 | 9.3µM* | ? | -1 | ? | 8%
Cc1noc(C)c1S(=O)(=O)N1CCCC(C(=O)NCCc2ccccc2)C1 (stereo not drawn) | -6 | 8% | -28% | 2 | 1% | 6%
O=C(CN1C(=O)NC2(CCSC2)C1=O)NCc1ccccc1 (stereo not drawn) | -4 | -37%[1.15 µM] | -14% | -1 | 1% | -2%
CCOC(=O)/C(C#N)=C/c1cn(CCOc2ccc(OC)cc2)c2ccccc12 | -3 | 22% | ? | 10 | -9% | -15%
N#Cc1c(Cl)nsc1NN | 70* | 265%[activator] | 1% | 29* | 2% | -29%
O=c1ccc(-c2ccccc2)nn1Cc1ccccc1F | 12 | 13µM* | -34% | 19 | 8% | 1%
CCc1ccc(OCCCCN(C)Cc2ccccc2)cc1 | . | 13µM* | -2% | -2 | ? | -20%
Cc1ccc(C(=O)OC2=CC(=O)CC(C)(C)C2)cc1 | 11 | 40%[activator] | 7% | 0 | 4% | 45µM*
CCN1CCN(C(=O)c2cc(COc3c(C)cccc3C)on2)CC1 | 5 | ? | 6% | 19* | 6% | -14%
O=C(CSc1n[nH]c(-c2cccnc2)n1)Nc1cccc(Cl)c1 | 25 | ? | 7% | -2 | ? | -7%
COc1ccc(CN2CC(C(=O)N3CCOCC3)CC2=O)cc1 (stereo not drawn) | -14 | ? | . | -2 | -1% | 4%
CS(=O)(=O)Nc1ccc(C(=O)Nc2ccccc2Cl)cc1 | 58 | ? | 19% | 9 | 1% | .
O=C(CSc1nnc(-c2ccccc2)o1)NCC1CCCCC1 | 14 | ? | ? | 3 | 6%[12.9 µM] | -2%
Cc1ccnc(NC(=O)c2ccc(NC(=O)CC3SC(N4CCCC4)=NC3=O)cc2)c1 (stereo not drawn) | . | ? | ? | . | . | 11%
O=C(CSC1=NS(=O)(=O)c2ccccc2N1)c1ccccc1 | . | 23% | -1% | . | . | 5%
CCN(CC)S(=O)(=O)c1cccc(NC(=O)c2cccc(S(=O)(=O)N3CCCC3)c2)c1 | . | 12µM* | 9.3µM* | . | . | -4%
CS(=O)(=O)N1CCN(C(=O)c2cc(-c3ccccc3)nc3ccccc23)CC1 | -7 | -82% | . | -2 | 3% | -25%
O=C(CCC(=O)Nc1ccc(F)cc1)N/N=C/c1ccc(O)cc1O | 35 | ? | -14% | 12 | 16% | 19%
Fc1ccc(Nc2ccc(-c3ccc(F)cc3)nn2)cc1 | 63* | 0% | 19% | 50* | 1% | 15%
CCn1c(=O)c2sccc2n2c(CCCC(=O)NC3CCN(Cc4ccccc4)CC3)nnc12 | -5 | 13µM* | 11% | -6 | . | -18%
CCOC(=O)c1sc(NC(=S)NC(=O)c2ccccc2)nc1C | 165* | 24% | 245%[activator] | 42* | ? | -25%
CCCCC(=O)Nc1nnc(CCc2ccccc2)s1 | 16 | 0% | -20% | -2 | -4% | 7%
Cc1ccc(C(=O)OCC(=O)c2c[nH]c3ccccc23)cc1NC(=O)c1ccco1 | 45 | ? | -15% | 19* | -4% | 2%

Next section, starting with the last two of the part before.
SMILES | Shiga toxin inh | Pf growth 96h | Pf growth 48h | Cycloheximide cs | Giardia FBPA inh | Sm TGR inh
CCCCC(=O)Nc1nnc(CCc2ccccc2)s1 | 16 | 0% | -20% | -2 | -4% | 7%
Cc1ccc(C(=O)OCC(=O)c2c[nH]c3ccccc23)cc1NC(=O)c1ccco1 | 45 | ? | -15% | 19* | -4% | 2%
O=C(Cn1cnc([N+](=O)[O-])n1)c1ccccc1 | 22 | ? | 27% | -3 | 5% | -6%
O=C1CSC(c2ccccc2F)N1c1ccccc1F (stereo not drawn) | -3 | 47%[activator] | . | -9 | 5% | -8%
CN(C(=O)COC(=O)Cn1cnc2c1c(=O)n(C)c(=O)n2C)C1(C#N)CCCCC1 | . | 15% | 23% | . | . | 3%
COc1ccc(N=C2O/C(=C/c3sc(=S)n(CC4CCCO4)c3O)N=C2C#N)cc1 (stereo not drawn) | 3 | 15µM* | ? | -2 | ? | -20%
COc1ccc(CNCCC2(O)CC(C)N(C)CC2C)cc1OC (stereo not drawn) | -10 | ? | -5% | -2 | -26% | 6%
CCOC(=O)C#CC(CCc1ccccc1)OS(N)(=O)=O (stereo not drawn) | -5 | 37%[activator] | ? | -3 | 1% | 11µM*
COc1ccc(CCNC(=O)c2cc3c(=O)n4ccccc4nc3n(CCCN3CCOCC3)c2=N)cc1 | -4 | ? | ? | -5 | 6% | -9%
